Screening data deposited in PubChem by several laboratories.
Mcl1-Noxa inh – Mcl-1/Noxa binding inhibitors, primary screen, biochemical, TR-FRET, 1536-well. Induced myeloid leukemia cell differentiation protein Mcl-1 (Homo sapiens), Q07820. TR-FRET Mcl-1/Noxa peptide binding, 2 h. inhibition, % at 21.7 µM. hit rate 1.5% among 220,000. AID 1022, 2008;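 active means compounds that cut the protein-peptide binding signal by more than 50% relative to plate controls in a single-dose test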;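 further: His-tagged Mcl-1 with rhodamine Noxa BH3 peptide and terbium anti-His antibody; 0% = Mcl-1 plus Noxa peptide wells and 100% = peptide-only wells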
Target sequence (Q07820 whole entry, looked up): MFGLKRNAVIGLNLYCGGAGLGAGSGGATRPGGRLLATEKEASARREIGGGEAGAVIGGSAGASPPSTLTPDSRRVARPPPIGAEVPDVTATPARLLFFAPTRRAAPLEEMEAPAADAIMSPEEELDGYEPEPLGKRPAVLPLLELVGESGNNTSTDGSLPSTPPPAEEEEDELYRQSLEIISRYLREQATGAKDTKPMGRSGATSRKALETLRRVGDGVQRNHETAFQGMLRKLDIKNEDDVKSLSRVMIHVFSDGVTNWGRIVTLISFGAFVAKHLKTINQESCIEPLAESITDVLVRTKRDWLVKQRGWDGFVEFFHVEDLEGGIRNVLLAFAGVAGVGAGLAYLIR
HRas wt GTP – modulators of GTP binding to HRas wildtype, primary screen, biochemical, bead-based flow cytometry, multiplex | GTP binding activity, % at 10 µM | hit rate 0.14% among 190,000 | GST-Ras wt beads, Bodipy-FL-GTP binding; actives lie on both sides;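 active means GTP binding activity at least 20% away from the 100% baseline, either lowered as inhibitor or raised as activator; inconclusive means flagged as likely green fluorescent, judged across all proteins in the well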;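 further: 0% = unlabeled GTP competition control and 100% = no-compound control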
Target sequence (P01112 whole entry, looked up): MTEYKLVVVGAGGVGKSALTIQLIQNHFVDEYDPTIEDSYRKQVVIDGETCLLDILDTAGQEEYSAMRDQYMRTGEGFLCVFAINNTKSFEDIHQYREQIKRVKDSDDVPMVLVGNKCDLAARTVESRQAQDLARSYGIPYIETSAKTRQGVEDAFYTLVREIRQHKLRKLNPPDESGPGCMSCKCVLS
Rab2 wt GTP – modulators of GTP binding to Rab2A wildtype, primary screen, biochemical, dog, bead-based flow cytometry, multiplex; Ras-related protein Rab-2A (Canis lupus familiaris), P61105; GST-Rab2 wt beads, Bodipy-GTP binding; GTP binding activity, % at 10 µM; hit rate 0.19% among 190,000; AID 760, 2007;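 active means GTP binding activity at least 20 points away from 100%, either lowered or raised; inconclusive means signal likely due to the compound's own green fluorescence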;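 further: 0% = beads with excess unlabeled GTP and 100% = no-compound control corrected for plate trend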
Pf gamet viab – late stage P. falciparum gametocyte viability inhibitors, primary screen, ATP luminescence, HTS; P. falciparum stage V gametocytes, 24 h; inhibition, % at 10.9 µM; hit rate 0.065% among 150,000;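 active means inhibition above the mean plus 3 SD of compounds within the control limits, set per campaign, cut at about 38% in these data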;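 further: 0% = DMSO wells and 100% = medium only without gametocytes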
Mcl-1 Bim block – inhibitors of Bim peptide binding to Mcl-1, primary screen, biochemical, bead-based flow cytometry, multiplex; Induced myeloid leukemia cell differentiation protein Mcl-1 (Homo sapiens), Q07820; Bim peptide-Mcl-1 binding; inhibition, % at 10 µM; hit rate 0.1% among 190,000; AID 1009, 2008; in the data active means inhibition above about 40%;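 further: 0% = no compound tracer wells and 100% = peptide blocker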
Avidin bead fluor – green autofluorescence of compounds with avidin beads – biophysical, 488/530 nm, flow cytometry, artefact control, profiling panel. compound fluorescence 488/530 nm; hits give high values. fluorescence (KMESF) at 10 µM. hit rate 0.38% among 220,000; in the data active means fluorescence above about 47; further: inactives centre near 10
Mcl1-Bid inh – Mcl-1/Bid binding inhibitors, primary screen, biochemical, TR-FRET, 1536-well; Induced myeloid leukemia cell differentiation protein Mcl-1 (Homo sapiens), Q07820; AID 1021, 2008; inhibition, % at 21.7 µM; TR-FRET Mcl-1/Bid-Dy647 peptide binding; hit rate 0.97% among 220,000;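 active means compounds that cut the binding signal by more than half at the single screening dose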;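 further: His-tagged Mcl-1 with europium anti-His antibody binding Bid BH3 peptide; 0% = Mcl-1 plus peptide wells and 100% = peptide-only wells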
Rac1 wt modul – wildtype Rac1 GTP binding modulators, primary screen, biochemical, GST-Rac1 beads, flow cytometry, multiplex. fluorescent GTP binding; actives lie on both sides; 0 = cold GTP competed, 100 = untreated. Ras-related C3 botulinum toxin substrate 1 (Homo sapiens), P63000. hit rate 0.27% among 190,000. GTP binding activity (% of control), % at 10 µM;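 active means GTP binding activity at least 20 points away from the 100% control level, either lower or higher; inconclusive means compound flagged as likely green fluorescent, judged across all proteins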
Cdc42 wt – modulators of GTP binding to wildtype Cdc42, primary screen, biochemical, multiplex bead flow cytometry, Bodipy-GTP; Cell division control protein 42 homolog (Homo sapiens), P60953; hit rate 0.2% among 190,000; GST-Cdc42 beads; actives lie on both sides; AID 761, 2007; percent activity (GTP binding), % at 10 µM;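 active means percent activity GTP binding at least 20 points away from the 100% baseline, either down as inhibitor or up as activator; inconclusive means compound flagged as likely green fluorescent from well-wide comparison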;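 further: median bead fluorescence of bound Bodipy-FL-GTP at 100 nM; 0% = excess unlabeled GTP control and 100% = no compound control; below 100% means less GTP binding so inhibitor and above means activator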
Target sequence (P60953 whole entry, looked up): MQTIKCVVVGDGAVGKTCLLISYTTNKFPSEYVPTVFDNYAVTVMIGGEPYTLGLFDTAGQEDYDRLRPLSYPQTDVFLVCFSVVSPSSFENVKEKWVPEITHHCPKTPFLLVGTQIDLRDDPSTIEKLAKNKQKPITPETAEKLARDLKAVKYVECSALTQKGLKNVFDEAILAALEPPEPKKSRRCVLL
Rac1 act GTP bind – GTP binding modulators of activated mutant Rac1, primary screen, biochemical, bead-based flow cytometry, multiplex, fluorescent GTP | Ras-related C3 botulinum toxin substrate 1 (Homo sapiens), P63000 | hit rate 0.11% among 190,000 | percent activity (GTP binding), % at 10 µM | GST-Rac1 activated beads; actives lie on both sides; 100% means binding = to untreated wells;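 active means GTP binding at least 20 percentage points away from the 100% baseline, in either direction, so actives lie on both sides; inconclusive means Compound likely fluorescent itself, or too few beads counted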
Rab7 wt GTP bind – modulators of GTP binding to Rab7, primary screen, biochemical, wildtype, multiplex bead flow cytometry; Rab7 GTPase wild type (dog), Bodipy-FL-GTP binding; GST-Rab7 beads, fluorescent GTP binding; actives lie on both sides; untreated = 100%, excess cold GTP = 0%; GTP binding activity (percent of control), % at 10 µM; hit rate 0.055% among 190,000; AID 758, 2007;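 active means fluorescent GTP binding to Rab7 beads changed by at least 20 points from the 100% baseline, either direction, mostly lower; inconclusive means compound itself probably fluorescent, or too few beads counted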;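 further: median green fluorescence of bound Bodipy-FL-GTP per Rab7 bead population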
An asterisk follows results filed as active. This is a random part of the collection. About 2.7% of those tested had a hit in this group.

`O=C(Nc1ccc(Br)cc1)c1cccc(NC(=O)C2C3CC4OC(=O)C2C4C3)c1` (centres undefined) gave Mcl1-Noxa inh 5.5, HRas wt GTP 104.0, Rab2 wt GTP 100.0, Pf gamet viab -7.6, Mcl-1 Bim block 1.0, Avidin bead fluor 19, Mcl1-Bid inh -20.5, Rac1 wt modul 105.0, Cdc42 wt 104.0, Rac1 act GTP bind 101.0 and Rab7 wt GTP bind 100.0.
C/C=C(\C)C(=O)OC1c2c(ccc3ccc(=O)oc23)OC(C)(C)C1OC(C)=O (centres undefined) was read as Mcl1-Noxa inh 8.7, HRas wt GTP 97.0, Rab2 wt GTP 97.0, Pf gamet viab -13.3, Mcl-1 Bim block -1.0, Avidin bead fluor 5, Mcl1-Bid inh -8.4, Rac1 wt modul 100.0, Cdc42 wt 95.0, Rac1 act GTP bind 99.0 and Rab7 wt GTP bind 98.0.
Screening COc1ccc(C(CC(=O)O)n2cnnn2)cc1 (centres undefined) returned Mcl1-Noxa inh 4.6, HRas wt GTP inconclusive, Rab2 wt GTP inconclusive, Pf gamet viab -26.8, Mcl-1 Bim block -2.0, Avidin bead fluor 4, Mcl1-Bid inh -52.7, Rac1 wt modul inconclusive, Cdc42 wt inconclusive, Rac1 act GTP bind inconclusive and Rab7 wt GTP bind inconclusive.
Screening O=C(COc1ccc(Cl)cc1)NC1=NN(c2ccccc2)C(=O)C1 returned Mcl1-Noxa inh 3.7, HRas wt GTP 98.0, Rab2 wt GTP 100.0, Mcl-1 Bim block -2.0, Avidin bead fluor 2, Mcl1-Bid inh 37.2, Rac1 wt modul 97.0, Cdc42 wt 101.0, Rac1 act GTP bind 99.0 and Rab7 wt GTP bind 100.0.
N#Cc1ncc(-c2ccc3c(c2)OCCOCCOCCOCCOCCO3)nc1C#N was read as Mcl1-Noxa inh 13.9, HRas wt GTP 100.0, Rab2 wt GTP 98.0, Mcl-1 Bim block 0.0, Avidin bead fluor 3, Mcl1-Bid inh -6.8, Rac1 wt modul 111.0, Cdc42 wt 102.0, Rac1 act GTP bind 100.0 and Rab7 wt GTP bind 102.0.
COc1ccccc1CN(Cc1ccco1)S(=O)(=O)c1ccc(-n2cnnn2)c(OC)c1 was read as Mcl1-Noxa inh 17.6, HRas wt GTP 100.0, Rab2 wt GTP 99.0, Pf gamet viab 11.5, Mcl-1 Bim block -1.0, Avidin bead fluor 4, Mcl1-Bid inh 3.8, Rac1 wt modul 101.0, Cdc42 wt 100.0, Rac1 act GTP bind 99.0 and Rab7 wt GTP bind 99.0.
`COCCN(C(=O)Cc1cccs1)C(C(=O)NCc1ccc(OC)cc1)c1ccc(C(C)C)cc1` (centres undefined) gave Mcl1-Noxa inh 5.4, HRas wt GTP 97.0, Rab2 wt GTP 96.0, Mcl-1 Bim block -7.0, Avidin bead fluor 8, Mcl1-Bid inh 7.8, Rac1 wt modul 98.0, Cdc42 wt 97.0, Rac1 act GTP bind 94.0 and Rab7 wt GTP bind 96.0.
For O=C1C2=C(c3ccccc31)[N+](=O)[C@@H]1CCCC[C@@H]1N2[O-] the results were Mcl1-Noxa inh 10.4, HRas wt GTP 96.0, Rab2 wt GTP 94.0, Mcl-1 Bim block 0.0, Avidin bead fluor 6, Mcl1-Bid inh -32.5, Rac1 wt modul 94.0, Cdc42 wt 97.0, Rac1 act GTP bind 94.0 and Rab7 wt GTP bind 93.0.
CC(C)CN1CC(C(=O)O)CC1=O (centres undefined) was read as Mcl1-Noxa inh 22.6, HRas wt GTP 99.0, Rab2 wt GTP 100.0, Pf gamet viab -33.3, Mcl-1 Bim block 5.0, Avidin bead fluor 10, Mcl1-Bid inh 6.6, Rac1 wt modul 101.0, Cdc42 wt 93.0, Rac1 act GTP bind 98.0 and Rab7 wt GTP bind 103.0.
`COC(=O)/C=C1/S/C(=N/NC(=O)c2ccccc2C)NC1=O` gave Mcl1-Noxa inh 4.4, HRas wt GTP 99.0, Rab2 wt GTP 99.0, Pf gamet viab 23.7, Mcl-1 Bim block -2.0, Avidin bead fluor 6, Mcl1-Bid inh -6.6, Rac1 wt modul 104.0, Cdc42 wt 99.0, Rac1 act GTP bind 98.0 and Rab7 wt GTP bind 98.0.
Screening COc1ccc(CCN2C(=O)CC(Nc3ccc(N4CCOCC4)cc3)C2=O)cc1OC (centres undefined) returned Mcl1-Noxa inh 15.5, HRas wt GTP 99.0, Rab2 wt GTP 100.0, Pf gamet viab -7.4, Mcl-1 Bim block -2.0, Avidin bead fluor 11, Mcl1-Bid inh 3.9, Rac1 wt modul 100.0, Cdc42 wt 101.0, Rac1 act GTP bind 99.0 and Rab7 wt GTP bind 97.0.
For C/C(=N\NC(=O)c1cccnc1)c1ccc(C)c([N+](=O)[O-])c1 the results were Mcl1-Noxa inh 7.4, HRas wt GTP 97.0, Rab2 wt GTP 97.0, Pf gamet viab -10.6, Mcl-1 Bim block 5.0, Avidin bead fluor 5, Mcl1-Bid inh -24.5, Rac1 wt modul 96.0, Cdc42 wt 93.0, Rac1 act GTP bind 100.0 and Rab7 wt GTP bind 92.0.
Screening O=C(O)CN1C(=O)COc2cc(S(=O)(=O)N3CCCC3)ccc21 returned Mcl1-Noxa inh 12.8, HRas wt GTP 97.0, Rab2 wt GTP 99.0, Mcl-1 Bim block 3.0, Avidin bead fluor 5, Mcl1-Bid inh -17.2, Rac1 wt modul 102.0, Cdc42 wt 98.0, Rac1 act GTP bind 97.0 and Rab7 wt GTP bind 99.0.
For COc1ccc(Cl)cc1NC(=O)C1CSC(c2ccncc2)=N1 (centres undefined) the results were Mcl1-Noxa inh 15.3, HRas wt GTP 103.0, Rab2 wt GTP 102.0, Mcl-1 Bim block -4.0, Avidin bead fluor 4, Mcl1-Bid inh 1.0, Rac1 wt modul 101.0, Cdc42 wt 102.0, Rac1 act GTP bind 100.0 and Rab7 wt GTP bind 104.0.
Screening CC(=O)Nc1ccc(C(=O)/C=C/c2ccco2)cc1 returned Mcl1-Noxa inh 60.9*, HRas wt GTP 100.0, Rab2 wt GTP 98.0, Pf gamet viab 6.8, Mcl-1 Bim block -5.0, Avidin bead fluor 9, Mcl1-Bid inh -8.3, Rac1 wt modul 101.0, Cdc42 wt 101.0, Rac1 act GTP bind 98.0 and Rab7 wt GTP bind 99.0.
Screening CC(=O)Nc1ccc(NC(=O)Cn2cc3c(n2)CCCC3)cc1 returned Mcl1-Noxa inh -3.2, HRas wt GTP 104.0, Rab2 wt GTP 102.0, Mcl-1 Bim block -1.0, Avidin bead fluor 36, Mcl1-Bid inh -7.4, Rac1 wt modul 104.0, Cdc42 wt 106.0, Rac1 act GTP bind 103.0 and Rab7 wt GTP bind 102.0.
Screening NC1=NC(c2ccc(Br)cc2)n2c(nc3ccccc32)N1 (centres undefined) returned Mcl1-Noxa inh 32.4, HRas wt GTP 100.0, Rab2 wt GTP 98.0, Mcl-1 Bim block -3.0, Avidin bead fluor 36, Mcl1-Bid inh -5.6, Rac1 wt modul 102.0, Cdc42 wt 101.0, Rac1 act GTP bind 101.0 and Rab7 wt GTP bind 100.0.
`CCOc1ccccc1-c1nc(-c2ccc(NC(=O)c3ccc(Br)o3)cc2)no1` gave Mcl1-Noxa inh -144.5, HRas wt GTP 104.0, Rab2 wt GTP 104.0, Pf gamet viab -26.9, Mcl-1 Bim block 0.0, Avidin bead fluor 4, Mcl1-Bid inh 8.0, Rac1 wt modul 103.0, Cdc42 wt 105.0, Rac1 act GTP bind 99.0 and Rab7 wt GTP bind 104.0.
For COc1cc(NC(=O)CN2CCN(S(=O)(=O)c3ccc(C(C)C)cc3)CC2)cc(OC)c1 the results were Mcl1-Noxa inh 21.8, HRas wt GTP 98.0, Rab2 wt GTP 100.0, Pf gamet viab -3.0, Mcl-1 Bim block -2.0, Avidin bead fluor 6, Mcl1-Bid inh -4.4, Rac1 wt modul 98.0, Cdc42 wt 98.0, Rac1 act GTP bind 96.0 and Rab7 wt GTP bind 99.0.
`COc1cccc(CC2(CO)CCN(Cc3cn(C)nc3C)CC2)c1` gave Mcl1-Noxa inh 11.1, HRas wt GTP 94.0, Rab2 wt GTP 96.0, Pf gamet viab 19.0, Mcl-1 Bim block -2.0, Avidin bead fluor 9, Mcl1-Bid inh -26.2, Rac1 wt modul 98.0, Cdc42 wt 96.0, Rac1 act GTP bind 96.0 and Rab7 wt GTP bind 95.0.
Screening O=C(O)c1ccc(Oc2ccc(C(F)(F)F)cn2)cc1 returned Mcl1-Noxa inh 13.5, HRas wt GTP inconclusive, Rab2 wt GTP inconclusive, Pf gamet viab 13.1, Mcl-1 Bim block 0.0, Avidin bead fluor 10, Mcl1-Bid inh -16.4, Rac1 wt modul inconclusive, Cdc42 wt inconclusive, Rac1 act GTP bind inconclusive and Rab7 wt GTP bind inconclusive.
For COc1ccc(C)cc1S(=O)(=O)N(CC(=O)O)c1ccc(F)cc1 the results were Mcl1-Noxa inh -3.1, HRas wt GTP inconclusive, Rab2 wt GTP inconclusive, Pf gamet viab 7.5, Mcl-1 Bim block 0.0, Avidin bead fluor 39, Mcl1-Bid inh -2.3, Rac1 wt modul inconclusive, Cdc42 wt inconclusive, Rac1 act GTP bind inconclusive and Rab7 wt GTP bind inconclusive.
For COC(=O)c1nn(-c2ccccc2)c(Cl)c1/C=N/O the results were Mcl1-Noxa inh -0.5, HRas wt GTP 97.0, Rab2 wt GTP 94.0, Pf gamet viab -34.2, Mcl-1 Bim block 0.0, Avidin bead fluor 9, Mcl1-Bid inh -24.9, Rac1 wt modul 104.0, Cdc42 wt 96.0, Rac1 act GTP bind 98.0 and Rab7 wt GTP bind 94.0.
Screening CCc1nccn1S(=O)(=O)c1ccc(OC)c(C)c1C returned Mcl1-Noxa inh 21.0, HRas wt GTP 96.0, Rab2 wt GTP 97.0, Mcl-1 Bim block -2.0, Avidin bead fluor 2, Mcl1-Bid inh 4.0, Rac1 wt modul 97.0, Cdc42 wt 95.0, Rac1 act GTP bind 95.0 and Rab7 wt GTP bind 97.0.
Screening O=C(CNC(=S)N(Cc1ccccc1F)C1CCCCC1)NC1CC1 returned Mcl1-Noxa inh -0.4, HRas wt GTP 97.0, Rab2 wt GTP 98.0, Pf gamet viab 21.4, Mcl-1 Bim block -2.0, Avidin bead fluor 6, Mcl1-Bid inh -54.9, Rac1 wt modul 100.0, Cdc42 wt 97.0, Rac1 act GTP bind 99.0 and Rab7 wt GTP bind 93.0.
